Screening data (PubChem BioAssay)
BRCA1 expr up: BRCA1 expression activation. MCF7-BRCA1-FFLuc reporter, luminescence, 48 h; response scale: scaled: vehicle 0%, 10 µM genistein 100%. Potency, µM (top dose mostly 46.1 µM), inactives show at the highest dose activation, hits mostly activators. 1.1% of 380,000 active; further: potency means the concentration at half of the fitted maximal effect; nearly all actives have a fitted effect of over 80% in size; some results filed as inactive show a strong effect at the top dose
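Cells: MCF7-BRCA1-FFLuc, 2000/well. Exposure: 48 h, 37 °C, 5% CO2. Read: luminescence, 15 min post-substrate. Controls: genistein 10 microM (maximal activation), DMSO (neutral).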
Gal4-VP16 FLuc: inhibits Gal4-VP16 luciferase reporter, ROR gamma counter-screen; Drosophila S2 Gal4-VP16 UAS-luciferase, luminescence, 20 h; 3.5% of 310,000 active; Potency, µM (series often up to 53.6 µM), without a hit: top-dose activity, negative = inhibition, most hits filed as inhibitors;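 further: Gal4-VP16 expression switched on by copper sulfate through the metallothionein promoter; potency means the concentration at half of the fitted maximal effect; on the % scale 0 is the no-effect control and ±100 the full control effect; nearly all actives have a fitted effect of over 50% in size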
RORgamma inh: ROR gamma (mouse) transcription inhibition. P51450. Drosophila S2 Gal4-RORgamma UAS-luciferase reporter, 20 h. Potency, µM (top dose mostly 53.6 µM), without a hit: top-dose activity change, negative = inhibition, hits mostly inhibitors. 5.4% of 310,000 active; further: potency means the concentration at half of the fitted maximal effect; on the % scale 0 is the no-effect control and ±100 the full control effect; nearly all actives have a fitted effect of over 60% in size
Target sequence (P51450 whole entry, looked up, the tested form may be a part): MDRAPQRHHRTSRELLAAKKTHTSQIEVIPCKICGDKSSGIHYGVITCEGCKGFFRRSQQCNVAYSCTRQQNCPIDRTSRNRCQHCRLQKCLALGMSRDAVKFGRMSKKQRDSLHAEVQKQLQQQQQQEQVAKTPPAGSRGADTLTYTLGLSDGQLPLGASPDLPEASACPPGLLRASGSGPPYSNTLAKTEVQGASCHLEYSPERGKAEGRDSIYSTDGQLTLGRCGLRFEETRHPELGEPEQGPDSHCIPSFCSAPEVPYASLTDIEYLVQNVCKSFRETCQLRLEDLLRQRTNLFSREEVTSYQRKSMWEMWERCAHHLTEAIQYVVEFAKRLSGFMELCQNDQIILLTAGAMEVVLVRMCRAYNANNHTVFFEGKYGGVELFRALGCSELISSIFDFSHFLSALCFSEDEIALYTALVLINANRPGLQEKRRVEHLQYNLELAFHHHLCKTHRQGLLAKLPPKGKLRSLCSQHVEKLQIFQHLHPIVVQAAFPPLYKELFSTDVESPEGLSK
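Drosophila Schneider cells stably carrying a metallothionein-driven Gal4 DBD–ROR gamma fusion and a UAS-Photinus luciferase reporter were exposed to compound for 1 hr, then induced with copper sulfate (700 uM final) for 20 hr at ambient temperature before luminescence reading.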
FLuc counter: inhibits or activates purified firefly luciferase, miR-21 counter-screen; P08659; purified FLuc, Km substrates, luminescence inhibition; Potency, µM (titrated, usually from 57.5 µM), inactives show top-dose activity change, negative = inhibition, actives largely listed as inhibitors; 6.9% of 360,000 active;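 further: potency means the concentration at half of the fitted maximal effect; plate controls were vehicle for no effect and reference inhibitor for full effect; nearly all actives have a fitted effect of over 55% in size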
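Purified P. pyralis luciferase (10nM final) with 10uM D-luciferin and 10uM ATP (Km levels) in 50mM Tris acetate pH 7.5, 10mM Mg acetate, 0.01% Tween-20, 0.05% BSA; qHTS 6-point titration, ~60 µM downward; luminescence read.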
ELG1 repair inh: blocks ELG1-dependent DNA repair in HEK293T cells; HEK293T ELG1-luciferase reporter, luminescence, 16 h; DNA damage induced by 5-fluorouridine; Potency, µM (doses to about 46.1 µM), inactives show top-dose activity change, negative = inhibition, usual class: inhibitors; 2.3% of 330,000 active; AID 504467; further: potency means the concentration at half of the fitted maximal effect; on the % scale 0 is the no-effect control and ±100 the full control effect; nearly all actives have a fitted effect of over 55% in size
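5-Fluorouridine DNA damage + compound/DMSO, 2,000 cells/well, 16 h, 37 °C/5% CO2. ONE-Glo, 30 min RT, luminescence. Readout = decrease in reporter signal.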
ELG1 genotoxic: inducers of genotoxicity in HEK293T ELG1-luciferase cells | HEK293T ELG1-luciferase reporter, luminescence, 16 h | Potency, µM (titrated, usually from 46 µM), for inactives: top-dose activity change, positive = activation, most hits filed as activators | 1.3% of 330,000 active | AID 504466; further: potency means the concentration at half of the fitted maximal effect; % of control where 0% means no effect; nearly all actives have a fitted effect of over 60% in size
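ELG1-luciferase HEK293T cells, 2,000/well; compound pinned in; 16 hr, 37 °C, 5% CO2; ONE-Glo, 30 min RT; luminescence on CCD imager.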
NPC1 prom act: activates the NPC1 promoter; 2.4% of 320,000 active; Potency, µM (series often up to 9.22 µM), for the others: top-dose activation, usual class: activators; Huh7 NPC1 promoter luciferase reporter, 24 h;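 further: potency means the concentration at half of the fitted maximal effect; % of control where 0% means no effect; nearly all actives have a fitted effect of over 60% in size; reporter is driven by a mutant NPC1 promoter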
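Luciferase expression driven by the NPC1 promoter was measured in stably transfected Huh7 cells after a 24 h compound incubation, using a luciferase reagent and a luminescence read.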
Rab9 promoter act: activates the Rab9 promoter; Huh7 Rab9 promoter-luciferase reporter, luminescence, 24 h; Potency, µM (titrated, usually from 9.22 µM), inactives show top-dose activation, negative = inhibition, usual class: activators; 2.8% of 320,000 active; further: potency means the concentration at half of the fitted maximal effect; % of control where 0% means no effect; nearly all actives have a fitted effect of over 60% in size
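Using Huh7 cells stably transfected with Rab9 promoter–luciferase, compounds were incubated 24 h at 37 °C, 5% CO2; luciferase luminescence was read 10 min after reagent addition.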
p53 reactivator: restores transcriptional activity of mutant p53; H1299 p53-A138V BP100-luciferase reporter, luminescence, 24 h; Potency, µM (titrated, usually from 92.2 µM), without a hit: top-dose activity change, positive = activation, most hits filed as activators; 0.063% of 320,000 active; AID 504706; further: potency means the concentration at half of the fitted maximal effect; % of control where 0% means no effect; nearly all actives have a fitted effect of over 45% in size
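H1299 (p53-null), stable ts p53-A138V + BP100-Luc; 1000 cells/well, Opti-MEM/10% FBS; cpd 4 pt, 1:5; 24 h, 37 deg C, 5% CO2; detection reagent 10 min RT; luminescence.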
Tb PFK block: blocks T. brucei phosphofructokinase; 0.17% of 330,000 active; Potency, µM (top dose mostly 57.5 µM), inactives show top-dose activity, negative = inhibition, most hits filed as inhibitors; O15648; AID 485367; T. brucei PFK, ADP-Glo luminescence;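 further: potency means the concentration at half of the fitted maximal effect; 0% = uninhibited 1x PFK enzyme wells and -100% = no-enzyme wells; nearly all actives have a fitted effect of over 60% in size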
Target sequence (O15648 whole entry, looked up): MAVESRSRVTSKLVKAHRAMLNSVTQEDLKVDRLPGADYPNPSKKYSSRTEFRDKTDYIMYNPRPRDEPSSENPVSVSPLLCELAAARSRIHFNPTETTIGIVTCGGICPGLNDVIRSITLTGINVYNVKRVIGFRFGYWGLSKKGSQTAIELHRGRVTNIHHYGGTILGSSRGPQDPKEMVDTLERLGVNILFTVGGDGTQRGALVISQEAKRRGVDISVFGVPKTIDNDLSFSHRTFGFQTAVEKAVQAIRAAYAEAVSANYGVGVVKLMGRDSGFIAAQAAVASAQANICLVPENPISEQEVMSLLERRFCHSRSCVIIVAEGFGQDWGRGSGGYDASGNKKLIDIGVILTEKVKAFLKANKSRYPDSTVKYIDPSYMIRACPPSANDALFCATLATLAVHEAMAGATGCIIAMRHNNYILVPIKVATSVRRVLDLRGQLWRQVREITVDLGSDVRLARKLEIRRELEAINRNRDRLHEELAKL
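ADP-Glo luminescence quantified ADP after 45 min at room temperature, with 1.25 nM T. brucei PFK, 0.1 mM ATP and 0.5 mM fructose-6-phosphate in pH 8.0 TEA buffer. qHTS titrations up to 57 µM; curves classified by quality.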
TRPV1 ag: activates the human vanilloid receptor TRPV1. Q8NER1. TRPV1-expressing cells, Fluo-8 calcium influx, agonist mode. activation, % at 8.33 µM. 0.19% of 320,000 active. AID 540275; in the data active means activation above about 80%; inconclusive means between about 30% and that limit; further: 0% is about no effect
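TRPV1-expressing cells were cultured overnight at 35.5C and loaded with Fluo-8 calcium dye for 40 to 90 min at room temperature. After a 10 s baseline, compound was added and calcium influx was read kinetically for 3 min (ex 480/em 520 nm).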
Active calls of the source: *; ? = inconclusive; . = no result given; [ ] = remark or other dose. Unless noted, the call rests on the fitted dose curve; in most records, active means well fitted curve in the direction sought with a large enough effect; inconclusive means small, poorly fitted or top-dose-only effect, or another doubt; inactive means no such curve, though single readings can be large; an effect the other way counts as inactive or inconclusive.

The first 5 compounds, to show the layout:
Value order: BRCA1 expr up | Gal4-VP16 FLuc | RORgamma inh | FLuc counter | ELG1 repair inh | ELG1 genotoxic | NPC1 prom act | Rab9 promoter act | p53 reactivator | Tb PFK block | TRPV1 ag
- Cc1ccc2c(C)nc(Nc3nc(CSc4nc5ccccc5[nH]4)cc(=O)[nH]3)nc2c1
 : -98%[inhibitor] | 5.6µM* | ? | 1% | 4.6µM* | -2% | -17% | -25% | 5% | -12% | 0
- CCOc1ccc(CN2C(=O)c3ccccc3C2=O)cc1C(=O)N1CCC(C(N)=O)CC1
 : 5% | -18% | -5% | 3% | -2% | 0% | -3% | 7% | ? | 1% | -3
- O=C(/C=C/c1ccc(F)cc1)N1CC[C@@]2(O)CCCC[C@H]2C1
 : -19% | 5% | 10% | 3% | 9% | -1% | -6% | 0% | -5% | 0% | ?
- C/C(=N\N1C(C)CCCC1C)c1ccccc1O (configuration not stated)
 : -3% | -2% | -3% | 3% | 12% | 1% | 15% | 0% | 1% | 1% | 6
- Cc1ccccc1N(CC(=O)NCCSCc1ccccc1)S(C)(=O)=O
 : -26% | 8% | 31% | 6% | -2% | -10% | 2% | 5% | ? | 2% | 2

The list itself, from the start:
Value order: BRCA1 expr up | Gal4-VP16 FLuc | RORgamma inh | FLuc counter | ELG1 repair inh | ELG1 genotoxic | NPC1 prom act | Rab9 promoter act | p53 reactivator | Tb PFK block | TRPV1 ag
- Cc1ccc2c(C)nc(Nc3nc(CSc4nc5ccccc5[nH]4)cc(=O)[nH]3)nc2c1
 : -98%[inhibitor] | 5.6µM* | ? | 1% | 4.6µM* | -2% | -17% | -25% | 5% | -12% | 0
- CCOc1ccc(CN2C(=O)c3ccccc3C2=O)cc1C(=O)N1CCC(C(N)=O)CC1
 : 5% | -18% | -5% | 3% | -2% | 0% | -3% | 7% | ? | 1% | -3
- O=C(/C=C/c1ccc(F)cc1)N1CC[C@@]2(O)CCCC[C@H]2C1
 : -19% | 5% | 10% | 3% | 9% | -1% | -6% | 0% | -5% | 0% | ?
- C/C(=N\N1C(C)CCCC1C)c1ccccc1O (configuration not stated)
 : -3% | -2% | -3% | 3% | 12% | 1% | 15% | 0% | 1% | 1% | 6
- Cc1ccccc1N(CC(=O)NCCSCc1ccccc1)S(C)(=O)=O
 : -26% | 8% | 31% | 6% | -2% | -10% | 2% | 5% | ? | 2% | 2
- O=C(c1ccncc1)N1CCN(S(=O)(=O)c2cccc(C(F)(F)F)c2)CC1
 : 0% | . | . | 4% | 11% | -3% | -1% | 1% | 2% | 6% | -6
- CN(CCO)c1nc2c(c(=O)n(Cc3ccc(Cl)cc3)c(=O)n2C)n1C
 : -1% | -2% | 10% | 1% | ? | -1% | -1% | -2% | -5% | -9% | 2
- COc1ccc2c(c1)NC(c1ccc(N(C)C)cc1)c1cccn1-2 (configuration not stated)
 : -42% | -2% | 13% | ? | ? | -9% | 10% | 5% | 1% | 0% | .
- O=C(Cc1cccs1)Nc1nc(-c2ccc(F)c(F)c2)cs1
 : -14% | 21% | 3% | ? | ? | -23% | 0% | 2% | 13% | -14% | ?
- Cc1cc(C(=O)COC(=O)C2=COCCO2)c(C)n1-c1ccccc1
 : -72%[inhibitor] | . | . | . | ? | 0.26µM* | . | . | -13% | 3% | .
- Cc1ccc(C(=O)COc2ccc3ccc(=O)oc3c2)cc1
 : 47% | -3% | 0% | ? | 7% | 6% | 5% | 21% | 0% | -1% | ?
- COc1ccc(O)c(C(=O)CC(=O)c2ccccc2)c1
 : . | 13µM* | 7.1µM* | 17µM* | ? | ? | 0.71µM* | 0.71µM* | ? | -7% | 27
- CC(=O)c1cnc(SCc2ccc(Cl)cc2)nc1C
 : 79% | -5%[10 µM] | 1% | -16% | ? | 11% | 7% | 16% | ? | 0% | 7
- CCN(C(=O)CSc1nc2cc(C(=O)O)ccc2c(=O)n1Cc1ccccc1)c1ccccc1
 : 12% | 5% | 5% | -16% | -9% | -6% | 0% | 1% | -7% | -2% | 1
- CCOc1nc(SCCOc2ccc(Cl)cc2Cl)nc(N(C)C)n1
 : -23% | ? | ? | -3% | 3% | 7% | -1% | -3% | 4% | 9% | 0
- COc1cccc(C2NC(CC(C)C)(C(=O)O)C3C(=O)N(Cc4ccccc4)C(=O)C23)c1O (configuration not stated)
 : 2% | 3% | 31% | 0% | 3% | 0% | -1% | 0% | -7% | -1% | 0
- O=C(CCN1CCCCCC1)c1ccccc1
 : -46% | -8% | -8% | 3% | 16% | 1% | -1% | -4% | 6% | -2% | 1
- CCn1c(=O)cc(OCC(=O)N2CCN(C(=O)c3ccco3)CC2)c2ccccc21
 : -33% | 2% | 23% | 1% | ? | ? | -3% | -2%[1.84 µM] | -6% | -18% | -6
- Cc1ccc(S(=O)(=O)N2C(=O)CCC2C(=O)O/N=C(\N)c2ccccc2)cc1 (configuration not stated)
 : -14% | -29% | ? | -1% | -22% | -4% | -2% | -38%[inhibitor] | 3% | 0% | 23
- CC(C)NC(=O)CSc1nnc2sc3ccccc3n12
 : 62% | 17% | 18% | -12% | ? | 5% | 3% | 4% | 10% | -2% | 4
- CNS(=O)(=O)c1cccc(C(=O)Nc2cccnc2)c1
 : 21% | -1% | 2% | 1% | 0% | 2% | 5% | 13% | 2% | -3% | -2
- CCOc1ccc(C(=O)Nc2ccccc2NC(C)=O)cc1OCC
 : 6% | -14% | -15% | -1% | -5% | -1% | 0% | -1% | -2% | -7% | 7
- CCCc1nnc(NC(=O)c2cccnc2)s1
 : 55% | 8% | 6% | ? | ? | 6% | 8% | 7% | -1% | 3% | 2
- CCOC(=O)N1CCC(NS(=O)(=O)c2ccc3c(c2)CCN3C(C)=O)CC1
 : -37% | -2% | 28% | 8% | 18µM* | -1% | -3% | 0% | -6% | -4% | -4
- Cc1ccc(N2CC3=C(C2=O)C(c2ccccc2)NC(=O)N3C)cc1 (configuration not stated)
 : -4% | -13% | -9% | -1% | 2% | 1% | -4% | -5% | -13% | -1% | 0
- CCOC(=O)c1ccc(S(=O)(=O)N2CCN(CC(O)COc3ccc(C#N)cc3)CC2)cc1 (configuration not stated)
 : -27% | -2% | -2% | 1% | -11% | -4% | -6% | -1% | -8% | -8% | 4
- O=C(NCc1ccco1)c1cccc(F)c1
 : 1% | 8% | 2% | 3% | . | . | . | . | . | . | -1
- CN(C)c1ccc(/C=N/NC(=O)C(=O)N2CCCCCC2)cc1
 : 8% | 23% | 22% | -23% | ? | 5% | 0% | -4% | 16% | -4% | 0
- CCOC(=O)C(CC)(CCC(=O)O)c1csc(Nc2ccc(C)cc2)n1 (configuration not stated)
 : 0% | 3% | 0% | ? | 7% | 3% | -1% | -2% | 0% | -1% | -2
- O=C(NCC1CCCO1)C(=O)NCC1CCCN1S(=O)(=O)c1ccccc1 (configuration not stated)
 : -9% | . | . | -2% | -18% | -4% | -4% | -3% | 0% | -8% | -9
- COc1ccc(S(=O)(=O)N2CCOCC2)cc1NC(=O)Cc1ccc(Cl)c(Cl)c1
 : -21% | -4% | ? | -13% | ? | -1% | -4% | -1% | 0% | -7% | 2
- CCOC(=O)C(C(=O)Nc1nc2ccccc2s1)C1CCCCC1 (configuration not stated)
 : 11% | -1% | 5µM* | -1% | -5% | -1% | 4% | 2% | 1% | -5% | 14
- CCc1ccc(C(=O)N2CCN(c3ccc(NC(=O)c4cccnc4)cc3)CC2)cc1
 : -16% | 3% | 22% | 0% | 23µM* | -16% | -1% | 10% | -6% | -2% | -3
- Cc1ccccc1OCCC(=O)Nc1ccccc1C(=O)N1CCCCC1
 : -21% | . | . | -1% | -2% | -1% | -1% | -2% | 2% | 13% | -1
- CCN1CCN(c2cc(C)c3cc(NC(=S)N4CCOCC4)ccc3n2)CC1
 : -23% | -13% | 7% | 2% | ? | 2% | -5% | -37%[inhibitor] | 11% | -2% | 2
- Cc1ccc(C(=O)Nc2ccccc2C(=O)N2CCOCC2)cc1[N+](=O)[O-]
 : 17% | 17% | ? | ? | 14% | -1% | 0% | 10% | 2% | -1% | -1
- O=C1N[C@@H](c2ccccc2)COC(=O)[C@@H](Cc2ccc(F)cc2)C/C=C\C[C@@H]1CC(=O)N(CCO)Cc1ccccc1
 : -35% | . | . | . | 21µM* | -6% | . | . | 3% | 7% | .
- COc1ccc(CC(=O)NCCCSc2ccccc2)cc1OC
 : -18% | -13% | -27% | 2% | -1% | 7% | -3% | -1% | 5% | 1% | -11
- COc1n[nH]c(C(=O)Nc2cc(Cl)ccc2Cl)c1[N+](=O)[O-]
 : -66% | ? | ? | ? | ? | -4% | 4% | -3% | 4% | 1% | -1
- CCOc1ccc(NC(=O)c2cc(OC)nc3ccccc23)cc1
 : -17% | -5% | 4% | -10% | ? | 18% | -18% | -25% | 2% | -11% | 0
